Assay outcomes from PubChem.
CF NFkB inh: inhibitors of cystic fibrosis induced NF-kB | 360,000 tested, 0.86% active | KKLEB NF-kB-GFP reporter, PAF-induced, GFP fluorescence overnight | inhibition, % at 5 µM | AID 588850;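 active = at least 50% inhibition at 5 µM, scaled per plate between neutral and stimulator controls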;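 note: PAF is a Pseudomonas aeruginosa culture filtrate used as stimulus; plate controls were PAF-stimulated DMSO wells for no effect and unstimulated DMSO wells for full effect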
NR2E3 ag-1: human photoreceptor-specific nuclear receptor agonism. 360,000 tested, 0.35% active. CHO-S Gal4-NCOR/VP16-NR2E3 two-hybrid, luciferase. inhibition of corepressor binding, % at 3.98 µM. AID 602229. Q9Y5X4;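 active = inhibition above the mean of all tested compounds plus 3 SD, cut at about 70% in these data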;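 note: 0% = DMSO with NR2E3 transfected cells and 100% = cells lacking NR2E3 construct; higher means lower luciferase signal from less NR2E3 corepressor binding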
Target sequence (Q9Y5X4 whole entry, looked up, the tested form may be a part): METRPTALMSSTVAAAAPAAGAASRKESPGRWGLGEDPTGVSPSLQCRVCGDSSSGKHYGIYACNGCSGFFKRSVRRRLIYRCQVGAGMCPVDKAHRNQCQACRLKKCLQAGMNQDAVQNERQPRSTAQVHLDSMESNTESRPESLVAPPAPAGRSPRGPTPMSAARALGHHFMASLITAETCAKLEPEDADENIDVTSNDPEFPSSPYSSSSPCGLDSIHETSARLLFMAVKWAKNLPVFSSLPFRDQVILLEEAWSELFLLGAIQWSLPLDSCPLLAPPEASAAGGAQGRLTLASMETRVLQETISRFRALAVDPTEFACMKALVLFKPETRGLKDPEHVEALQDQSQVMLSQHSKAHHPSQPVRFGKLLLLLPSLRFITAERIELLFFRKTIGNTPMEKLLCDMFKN
Shn3 3UTR inh: reduces Shn3 3'UTR luciferase signal in osteoblasts; inhibition, % at 12.5 µM; Clone20 osteoblast Shn3 3'UTR firefly luciferase, 24 h; 360,000 tested, 0.52% active;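 active = mean inhibition of at least 75% with every replicate also reaching 75%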;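 note: 0% = median of neutral control wells and 100% = pilot-screen positive control compound; some compounds past the cut are filed as inactive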
KKLEB tox: counter-screen for CF NF-kB inhibitors: cytotoxicity; KKLEB CF airway cells viability, ATPlite luminescence, overnight; hits give low values; cells stimulated with P. aeruginosa culture filtrate; activity change (cytotoxicity), % at 5 µM; 360,000 tested, 0.36% active; AID 602141;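 active = corrected activity change at or below -50% at 5 µM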
MITF TRPM1 inh: inhibitors of MITF-driven TRPM1 promoter in melanoma cells; SK-MEL-5 TRPM1 promoter luciferase, 24 h; inhibition, % at 12.5 µM; 330,000 tested, 0.83% active; AID 488899;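 active = mean inhibition across replicates of 60% or more, whatever share of single replicates reaches that level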; note: values of inactives mirror those of a sister screen read the other way
NR2E3 ag-2: activates human photoreceptor nuclear receptor NR2E3. GST-NR2E3/biotin-RetCOR TR-FRET, 1536-well. inhibition of corepressor binding, % at 4.78 µM. Q9Y5X4. 320,000 tested, 0.12% active. AID 2300;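 active = percent inhibition above the cutoff of mean plus 3 SD of all tested compounds, set per screening campaign, cut at about 20% in these data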;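 note: 0% = DMSO wells and 100% = biotin wells as full block of FRET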
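Assay system: NR2E3–RetCOR corepressor complex. Quantity: 1.35 nM GST-NR2E3. Buffer or medium: pH 7.5 Tris-based buffer. Reagent: biotinylated RetCOR corepressor at 7 nM final. Schedule: 5 h at 4 °C. Detection: TR-FRET, emission read at 617 and 671 nm. Replicates: one well per compound, singlicate testing.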
TRAIL sens C8: caspase-8 TRAIL sensitization | NB7+C8 cells + TRAIL, ATPlite viability luminescence | AID 624354 | inhibition (viability loss, TRAIL sensitization), % at 10 µM | 360,000 tested, 1% active;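 active = compounds causing at least 50% loss of cell viability in the single-dose screen, relative to plate controls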
HIF-2a inh: HIF-2a inhibition; 786-0 RCC cells HIF-2a reporter, luciferase luminescence, overnight; inhibition, % at 18.8 µM; 360,000 tested, 0.72% active; AID 624352;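 active = inhibition of the luminescence signal of 40% or more relative to plate controls, in a single-dose primary screen at 18.75 µM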
TWEAK Fn14 block: TWEAK-Fn14 signaling inhibition; TWEAK-stimulated Fn14 reporter cells, luciferase luminescence, 8 h; inhibition, % at 10 µM; 360,000 tested, 2% active; AID 1159606; in the data active = inhibition above about 50%
TROY NFkB inh: blocks TROY-dependent signaling in reporter cells. inhibition, % at 10 µM. AID 1347056. Q293 LMP1-TROYcd NF-kB luciferase reporter, 4 h. 360,000 tested, 0.98% active;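 active = compounds whose plate-normalised and pattern-corrected inhibition of the luciferase reporter signal at the single screening dose is 50% or more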
Peg3 prom inh: Peg3 promoter activity inhibition; inhibition, % at 20 µM; HeLa PEG-Prom luciferase reporter, luminescence, overnight; 360,000 tested, 1.7% active;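 active = inhibition of at least 50% at 20 µM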
* hit, by the source's call; / = no result given.

SMILES	CF NFkB inh	NR2E3 ag-1	Shn3 3UTR inh	KKLEB tox	MITF TRPM1 inh	NR2E3 ag-2	TRAIL sens C8	HIF-2a inh	TWEAK Fn14 block	TROY NFkB inh	Peg3 prom inh
CCCOc1ccc(-c2nnc(-c3ccco3)o2)cc1	-32	-148	6	6	-16	0	55*	-32	72*	34	-22
Cc1ccc(N=c2c([N+](=O)[O-])nn(-c3ccccc3)n2O)c(C)c1	-18	-86	-103	16	-20	4	-9	-233	-6	-13	-152
COc1ccc(C(=O)N/N=C2\SCC(=O)N2Cc2ccc3c(c2)OCO3)c(OC)c1	12	-6	6	-27	15	-1	4	-1	-14	2	3
CN1CCN(c2nc(N3CCN(c4ccccc4)CC3)ncc2F)CC1	-13	-16	8	0	3	0	-16	4	-2	24	-13
CC(=O)CSc1nc(-c2cccs2)c(C#N)c(=O)[nH]1	7	-11	-21	-2	-6	/	-1	17	2	-2	4
CCOC(=O)c1c(NC(=O)c2ccc(N3C(=O)[C@@H]4[C@H](C3=O)[C@H]3C=C[C@@H]4C3)cc2)sc2c1CCCC2	18	-26	11	-8	-4	-1	-1	2	-19	0	21
CCN1C/C(=C/c2ccc(OC)c(O)c2)C(=O)/C(=C/c2ccc(OC)c(O)c2)C1	-31	23	-20	-24	21	2	13	5	23	3	-7
O=C(NC1CCS(=O)(=O)C1)/C(=C/c1ccco1)NC(=O)c1ccccc1 (stereo unspecified)	-18	0	7	8	-18	5	-2	9	1	8	7
O=C(C1CCCN1S(=O)(=O)c1cccc2nsnc12)N1CCN(c2ccccc2)CC1 (stereo unspecified)	-12	-9	26	0	6	-4	-2	11	14	-38	8
O=C(NC1CCCC1)c1cc(-c2ccccc2)nc2ccccc12	-9	17	10	0	6	0	-1	16	5	-14	24
CSc1ccccc1NC(=O)c1cc(C2CC2)on1	-7	-22	-28	12	/	1	-10	-250	-7	-27	-216
O=C(Nc1ccc2c(c1)OC1(CCCC1)O2)C1CC1	12	-24	-3	4	-36	2	-9	-129	-23	-28	-105
CCCn1c(SCC(=O)N2c3ccc(F)cc3CCC2C)nnc1-c1ccccn1 (stereo unspecified)	-2	-19	-19	-3	7	-3	4	11	-8	-7	25
Cc1ccc2c(c1)sc(C)[n+]2CCCS(=O)(=O)[O-]	-3	-24	-21	20	15	4	-3	14	7	-1	-3
Cc1ccc(NC(=O)CSc2ccc(C(N)=O)cc2[N+](=O)[O-])cc1	19	-11	-28	-6	-8	-1	-2	-133	-26	-29	-114
CC(=O)C(Sc1nccc(-c2cccs2)n1)C(C)=O	5	-39	-31	9	-19	0	15	-85	-7	-22	-82
Nc1c(C(=O)NCCc2ccccc2)nnn1Cc1ccccc1	4	-32	-23	-31	-27	-3	2	-86	-10	-47	-81
N/C(Cc1cccc2ccccc12)=N\OC(=O)Cc1cccs1	9	-24	-43	-1	1	-13	-4	-121	-18	-78	-77
O=C(NC1CCCCC1)C(c1ccc(F)cc1)N(Cc1ccco1)C(=O)CN1C(=O)c2ccccc2S1(=O)=O (stereo unspecified)	-22	-13	5	8	-6	0	-4	4	-9	3	23
O=C(O)c1ccccc1NS(=O)(=O)c1ccc(NN=Cc2ccc(F)cc2)c([N+](=O)[O-])c1	0	-20	-6	20	-3	/	5	7	-4	32	-4
Cc1ccc(NC(=O)C(C)Sc2nnc(-c3cccnc3)n2-c2ccccc2)cc1 (stereo unspecified)	-10	-14	-7	11	4	5	1	1	3	-10	17
CCC1=Nc2ccccc2-c2nnc(SC)nc2O1	-19	10	10	10	-3	-3	-12	17	-2	-13	11
O=C(Nc1ccnn1C1CCN(C2CCCCC2)CC1)c1ccccc1	4	8	-1	-4	10	1	2	1	6	5	-7
CC1CN(C(=O)CCc2cc(C(C)(C)C)c(O)c(C(C)(C)C)c2)CC(C)O1 (stereo unspecified)	-17	-24	82	18	-4	-3	-8	10	-4	-15	0
COc1ccc(CNC(=O)C(c2ccc(C)o2)N(Cc2cccs2)C(=O)Cc2cccs2)cc1 (stereo unspecified)	10	6	-7	3	11	1	4	5	9	-7	60*

The listing continues.
SMILES	CF NFkB inh	NR2E3 ag-1	Shn3 3UTR inh	KKLEB tox	MITF TRPM1 inh	NR2E3 ag-2	TRAIL sens C8	HIF-2a inh	TWEAK Fn14 block	TROY NFkB inh	Peg3 prom inh
COC(=O)c1cn(C(=O)c2ccc(Cl)cc2)c2ccccc12	2	19	6	10	-1	-1	-5	3	28	-6	1
O=C(Oc1ccc(-c2nnco2)cc1)c1cc(S(=O)(=O)N2CCOCC2)ccc1F	36	-46	-2	8	/	/	9	-15	-30	1	-6
CCOc1ccc(-c2nnc3n2N=C(c2ccc(OC)cc2)CS3)cc1	-1	8	4	-12	-5	-1	5	11	-26	-55	18
Cc1ccc2[nH]c(=O)c(CN(Cc3cccnc3)C(=S)NCCCN(C)C)cc2c1	8	-14	13	-5	-8	-1	2	5	4	17	-4
CC(=O)c1ccc(C(=O)NC2CC(C)(C)Cc3c2cnn3-c2ccccc2)cc1 (stereo unspecified)	2	-25	1	1	-4	3	-5	-31	-9	-14	-2
Cc1ccc(C)c(-n2c(-c3csc(C)c3)n[nH]c2=S)c1	-14	-2	-12	1	-1	6	18	-3	5	-6	15
O=C(Nc1ccc(-c2cn3ccsc3n2)cc1)c1ccc(F)c(S(=O)(=O)N2CCOCC2)c1	-40	-19	10	25	47	2	48	-78	59*	40	80*
Cc1onc(-c2c(F)cccc2Cl)c1C(=O)Nc1nc2c(s1)CCCC2	-12	39	6	2	7	-1	8	-7	1	-2	42
Cc1ccc(C)c2[nH]c(=O)c(CCNC(=O)c3ccc(S(=O)(=O)N4CCCC4)cc3)cc12	-13	-2	4	0	0	2	12	20	7	17	19
CC1(C)CC(=O)C(C(O)c2ccccc2)C(C)(C)N1 (stereo unspecified)	-14	-5	-7	17	1	2	-21	22	-4	-21	10
CCOc1ccc(CNC(=O)C2CC(=O)N(C3CCCC3)C2)cc1OC (stereo unspecified)	4	-8	9	-4	0	1	1	0	-2	9	14
CC1(C)CC2(CC(c3ccccc3F)c3ccc(O)c(O)c3O2)NC(=S)N1 (stereo unspecified)	9	-19	5	-4	16	0	-4	18	12	9	3
CC1(C(=O)NNC(=O)C2CCCCC2)CC1(Cl)Cl (stereo unspecified)	-16	-21	2	6	0	-1	7	5	-18	-1	5
Cc1ccc(CN2CCN(/N=C/c3cc(Br)ccc3O)CC2)cc1	-8	8	-17	1	-8	1	2	16	37	-3	9
COc1ccc2cc3cc(C(=O)NC(C)C)oc3nc2c1	-4	-70	-54	-1	-60	-2	10	-232	-6	-65	-234
Cc1nc2ccc(F)cc2cc1C(=O)NCC1CCCO1 (stereo unspecified)	-7	-4	2	-89*	-9	/	-2	14	33	23	-1
Cc1ccnc(NC(=O)Nc2cccc(F)c2)n1	-57	-80	-64	10	-29	4	1	-143	13	-60	-213
CC(C)(C)NS(=O)(=O)c1ccc(CCC(=O)NCc2ccco2)cc1	-17	-42	8	-5	-2	5	6	11	-1	-11	-4
COc1cc(=O)[nH]c(=O)n1C(=O)Cc1ccccc1	0	-4	-13	2	-11	1	4	22	11	-14	-2
Cc1cc(Nc2nnnn2-c2ccccc2)n(-c2ccccc2)n1	4	4	-6	8	11	-2	-6	1	5	7	23
COc1ccc(/C=C2\SC(=O)NC2=S)cc1OC	22	-22	-21	-46	-8	-3	-7	-32	-19	-17	-1
CNC(=S)N1CCN(c2ccc([N+](=O)[O-])cc2)CC1	-38	5	-7	4	-5	-5	-9	8	-12	14	11
CCC(=O)N(CC)C1=C(O)c2ccccc2C(=O)C1=O	9	-7	-14	-10	17	-1	-13	4	20	-13	14
O=C(NC1CCCC1)C1c2ccccc2OCC(=O)N1CCCN1CCOCC1 (stereo unspecified)	/	-2	/	/	/	/	-17	7	0	3	/
O=C(Cn1nnc(-c2ccccc2)n1)NCC(=O)Nc1ccc(F)c(F)c1F	-1	-23	14	3	8	/	-12	6	2	-12	10
CCC(CC)N1CCN(Cc2nc3ccc([N+](=O)[O-])cc3c(=O)n2-c2ccccc2F)CC1	9	-5	-22	2	10	2	5	5	8	3	-12
COC(=O)Nc1ccc2c(c1)N(C(=O)CCN(C)C)c1ccccc1CC2	17	26	10	1	-2	-2	7	15	18	-5	10

Gathered by group, those above containing a thiophene ring, fused or not
SMILES	CF NFkB inh	NR2E3 ag-1	Shn3 3UTR inh	KKLEB tox	MITF TRPM1 inh	NR2E3 ag-2	TRAIL sens C8	HIF-2a inh	TWEAK Fn14 block	TROY NFkB inh	Peg3 prom inh
CC(=O)CSc1nc(-c2cccs2)c(C#N)c(=O)[nH]1	7	-11	-21	-2	-6	/	-1	17	2	-2	4
CCOC(=O)c1c(NC(=O)c2ccc(N3C(=O)[C@@H]4[C@H](C3=O)[C@H]3C=C[C@@H]4C3)cc2)sc2c1CCCC2	18	-26	11	-8	-4	-1	-1	2	-19	0	21
CC(=O)C(Sc1nccc(-c2cccs2)n1)C(C)=O	5	-39	-31	9	-19	0	15	-85	-7	-22	-82
N/C(Cc1cccc2ccccc12)=N\OC(=O)Cc1cccs1	9	-24	-43	-1	1	-13	-4	-121	-18	-78	-77
COc1ccc(CNC(=O)C(c2ccc(C)o2)N(Cc2cccs2)C(=O)Cc2cccs2)cc1 (stereo unspecified)	10	6	-7	3	11	1	4	5	9	-7	60*
Cc1ccc(C)c(-n2c(-c3csc(C)c3)n[nH]c2=S)c1	-14	-2	-12	1	-1	6	18	-3	5	-6	15

Some of the compounds tested; rates above refer to the full screens.
